BRCA1 expr up = increases BRCA1 expression; Potency, µM (titrated, usually from 46.1 µM), for inactives: top-dose activation, actives largely listed as activators; hit rate 1.1% among 380,000; MCF7-BRCA1-FFLuc reporter, luminescence, 48 h; response scale: scaled: vehicle 0%, 10 µM genistein 100%; also: potency is read from the fitted curve at half-maximal effect; nearly all actives have a fitted effect of over 80% in size; some results filed as inactive show a strong effect at the top dose
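Compounds are tested at multiple concentrations on MCF7 BRCA1-luciferase reporter cells seeded at 2000 per well; after 48 h, a single luminescence end-point is taken and curves fitted to the normalized data.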
Rab9 promoter act = activates the Rab9 promoter; AID 485297; hit rate 2.8% among 320,000; Potency, µM (series often up to 9.22 µM), for inactives: top-dose activation, negative = inhibition, actives largely listed as activators; Huh7 Rab9 promoter-luciferase reporter, luminescence, 24 h; also: potency is read from the fitted curve at half-maximal effect; % of control where 0% means no effect; nearly all actives have a fitted effect of over 60% in size
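Huh7 cells stably carrying Rab9 promoter–luciferase reporter, plated 1500 cells/well, compound added after 2 h and incubated 24 h at 37 °C; luciferase luminescence then read after 10 min with detection reagent.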
PKM2 activator = increases activity of human pyruvate kinase M2. purified PKM2, Kinase-Glo ATP luminescence, activation; response scale: 0% is enzyme alone, no compound. Potency, µM (top dose mostly 57.5 µM), inactives show at the top dose activation, most hits filed as activators. hit rate 0.34% among 260,000. AID 1631; also: potency is read from the fitted curve at half-maximal effect; % is scaled to controls: 0 for no effect and ±100 for the full control effect; nearly all actives have a fitted effect of over 55% in size
Target sequence (P14618 whole entry, looked up): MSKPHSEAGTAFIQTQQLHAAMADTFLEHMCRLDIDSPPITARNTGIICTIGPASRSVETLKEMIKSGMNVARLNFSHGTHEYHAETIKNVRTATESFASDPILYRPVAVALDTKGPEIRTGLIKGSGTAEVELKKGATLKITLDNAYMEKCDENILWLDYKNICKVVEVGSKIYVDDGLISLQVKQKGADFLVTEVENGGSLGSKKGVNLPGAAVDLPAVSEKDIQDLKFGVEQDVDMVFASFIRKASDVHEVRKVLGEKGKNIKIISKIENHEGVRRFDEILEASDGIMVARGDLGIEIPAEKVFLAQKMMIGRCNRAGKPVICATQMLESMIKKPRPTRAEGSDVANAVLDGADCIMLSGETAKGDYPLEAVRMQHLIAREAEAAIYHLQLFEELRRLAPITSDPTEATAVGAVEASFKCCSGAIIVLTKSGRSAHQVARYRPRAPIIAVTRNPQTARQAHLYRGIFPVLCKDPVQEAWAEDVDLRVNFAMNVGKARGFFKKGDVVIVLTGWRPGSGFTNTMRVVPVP
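Purified hPK-M2 (>95% pure) converted ADP (0.1 mM final) to ATP with 0.5 mM PEP in 50 mM imidazole pH7.2, KCl, MgCl2, Tween 20, BSA; 1 h at room temperature. ATP detected by Kinase-Glo luminescence.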
NPC1 promoter act = activates the NPC1 promoter. Huh7 NPC1 promoter luciferase reporter, 24 h. hit rate 2.4% among 320,000. AID 485313. Potency, µM (highest dose often 9.22 µM), for inactives: top-dose activation, most hits filed as activators;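 also: potency is read from the fitted curve at half-maximal effect; % of control where 0% means no effect; nearly all actives have a fitted effect of over 60% in size; reporter is driven by a mutant NPC1 promoter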
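Huh7 cells stably carrying NPC1 promoter–luciferase, plated in Opti-MEM with 10% FBS for 2 h, were exposed to compound in DMSO for 24 h at 37 °C; luciferase reagent was added for 10 min and luminescence read.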
Giardia kill = Giardia lamblia killing. activity change, % at 7.66 µM, hits read low. Giardia lamblia trophozoite viability. hit rate 0.15% among 340,000; in the data active = activity change below about -80%; inconclusive = between about -30% and that limit;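 also: parasites exposed to compound for two days anaerobically before the ATP read; % is scaled to controls: 0 for no effect and ±100 for the full control effect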
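Anaerobic 48 hrs incubation at 37 deg C of 100 trophozoites/well with test compounds; ATPLite 1-Step luminescence, 15-30 min RT, reports cellular ATP as viability.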
FLuc counter = counter-screen for miR-21 project: firefly luciferase inhibitors or activators | P08659 | purified FLuc, Km substrates, luminescence inhibition | Potency, µM (top dose mostly 57.5 µM), inactives show top-dose activity change, negative = inhibition, usual class: inhibitors | hit rate 6.9% among 360,000 | AID 588342;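 also: potency is read from the fitted curve at half-maximal effect; plate controls were vehicle for no effect and reference inhibitor for full effect; nearly all actives have a fitted effect of over 55% in size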
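Purified P. pyralis luciferase, 10 nM final, with Km-level 10 uM D-luciferin and 10 uM ATP in 50 mM Tris acetate pH 7.5, 10 mM Mg acetate, 0.01% Tween-20, 0.05% BSA; 6-point qHTS titration about 60 µM downward; luminescence read.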
RORg inh = blocks mouse ROR gamma transcriptional activity; P51450; Drosophila S2 Gal4-RORgamma UAS-luciferase reporter, 20 h; Potency, µM (series often up to 53.6 µM), for inactives: at the top dose activity change, negative = inhibition, usual class: inhibitors; hit rate 5.4% among 310,000; also: potency is read from the fitted curve at half-maximal effect; % is scaled to controls: 0 for no effect and ±100 for the full control effect; nearly all actives have a fitted effect of over 60% in size
Target sequence (P51450 whole entry, looked up, the tested form may be a part): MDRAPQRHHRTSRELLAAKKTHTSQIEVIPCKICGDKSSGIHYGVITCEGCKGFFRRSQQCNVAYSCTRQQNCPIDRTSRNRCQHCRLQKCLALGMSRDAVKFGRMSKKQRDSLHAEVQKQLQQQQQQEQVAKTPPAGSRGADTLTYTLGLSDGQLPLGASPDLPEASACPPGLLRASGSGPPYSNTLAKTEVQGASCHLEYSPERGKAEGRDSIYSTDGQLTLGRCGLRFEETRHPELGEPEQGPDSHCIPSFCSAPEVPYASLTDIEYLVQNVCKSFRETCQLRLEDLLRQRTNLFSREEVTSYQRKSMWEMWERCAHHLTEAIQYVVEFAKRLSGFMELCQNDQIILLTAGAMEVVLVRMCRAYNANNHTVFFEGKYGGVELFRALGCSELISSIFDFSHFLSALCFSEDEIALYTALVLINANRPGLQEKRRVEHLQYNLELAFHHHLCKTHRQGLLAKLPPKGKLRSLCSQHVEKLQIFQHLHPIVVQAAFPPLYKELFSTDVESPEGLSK
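Schneider cells (Drosophila), stable Gal4 DBD–ROR gamma + UAS-luc; 1 hr cmpd preincubation; Cu2+ induction 700 uM final; 20 hr ambient; luminescence.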
ELG1 genotoxic = inducers of genotoxicity in HEK293T ELG1-luciferase cells. Potency, µM (highest dose often 46 µM), inactives show at the top dose activity change, positive = activation, most hits filed as activators. HEK293T ELG1-luciferase reporter, luminescence, 16 h. hit rate 1.3% among 330,000. AID 504466; also: potency is read from the fitted curve at half-maximal effect; % of control where 0% means no effect; nearly all actives have a fitted effect of over 60% in size
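Reporter readout depends on ELG1 protein level, which increases with genetic stress. After 16 hr compound exposure at 37 °C, luciferase activity was quantified using ONE-Glo.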
p53 reactivator = re-activators of mutant p53 | H1299 p53-A138V BP100-luciferase reporter, luminescence, 24 h | Potency, µM (highest dose often 92.2 µM), for the others: top-dose activity change, positive = activation, most hits filed as activators | hit rate 0.063% among 320,000; also: potency is read from the fitted curve at half-maximal effect; % of control where 0% means no effect; nearly all actives have a fitted effect of over 45% in size
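H1299 (p53-null), stable ts p53-A138V + BP100-Luc; 1000 cells/well, Opti-MEM/10% FBS; cpd 4 pt, 1:5; 24 h, 37 deg C, 5% CO2; detection reagent 10 min RT; luminescence.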
VP16 counter = Gal4-VP16 reporter inhibition counter-screen | Drosophila S2 Gal4-VP16 UAS-luciferase, luminescence, 20 h | Potency, µM (highest dose often 53.6 µM), inactives show at the highest dose activity, negative = inhibition, hits mostly inhibitors | hit rate 3.5% among 310,000 | AID 2546;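 also: Gal4-VP16 expression switched on by copper sulfate through the metallothionein promoter; potency is read from the fitted curve at half-maximal effect; % is scaled to controls: 0 for no effect and ±100 for the full control effect; nearly all actives have a fitted effect of over 50% in size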
Menin MLL FP TR = inhibitors of human menin-MLL interaction, mutant MLL peptide | O00255 | AID 1768 | hit rate 0.23% among 270,000 | Menin + Texas Red MLL mutant peptide, fluorescence polarization | Potency, µM (series often up to 61.6 µM), for the others: at the top dose FP activity change, negative = inhibition, usual class: inhibitors; active = well fitted inhibition curve with a large enough effect in the polarisation, with a control signal flat, not every such curve was filed as active; inconclusive = small, poorly fitted or top-dose-only effect, or effect the other way, or a change in a side signal; inactive = no such curve, though single readings can be large or run the other way; the % refers to the polarisation; also: potency is read from the fitted curve at half-maximal effect; % of control where 0% means no effect; many of its hits are not listed in these tables
* = called active by the depositor; u = inconclusive; x = no result given; & = joins results of further samples; [ ] = remark or other dose. Unless noted, calls follow the shape of the dose curve; as a rule, active = well fitted curve in the direction sought with a large enough effect; inconclusive = small, poorly fitted or top-dose-only effect, or another doubt; inactive = no such curve, though single readings can be large; an effect the other way counts as inactive or inconclusive. These rows are one share of the data; the hit share may differ from the screen's.

SMILES | BRCA1 expr up | Rab9 promoter act | PKM2 activator | NPC1 promoter act | Giardia kill | FLuc counter | RORg inh | ELG1 genotoxic | p53 reactivator | VP16 counter | Menin MLL FP TR
Cc1ccc(NC(=O)CSCC(=O)OC(C)C(=O)Nc2ccc(S(N)(=O)=O)cc2)c(C)c1 (configuration not stated) | 1% | 1% | x | -1% | -8 | 2% | x | 1% | 4% | x | x
Cc1nnc(NC2=NCCCCC2)o1 | 16% | 1% | -1% | -4% | 8 | 0% | 14% | -2% | 3% | 1% | 2%
Cc1ccc2c(Cl)cc(Cl)c(OCC(=O)NC(C)(C)C)c2n1 | -46% | -3% | -6% | -9% | -1 | -11% | 7.1µM* | -16% | -2% | u | -4%
O=C(CSc1nnc(C2CCCCC2)o1)Nc1ccccc1Cl | 10µM* | 3.5µM* | -3% | u | -2 | u | 8% | u | u | u | u
Clc1ccccc1-c1ccc(CN2CCN(c3ccccc3)CC2)o1 | -4% | -1% | -2% | 0% | 0 | -9% | -16% | -2% | -1% | 0% | -8%
Cc1csc(SCC(=O)NC(=O)Cc2ccccc2)n1 | -10% | 2% | -13% | -1% | u | -5% | 30% | -4% | -2% | 2% | u
CCCCN1C(=O)NC(c2ccc(OC)cc2)C(C(=O)OCc2ccccc2)=C1C (configuration not stated) | -22% | 4% | 1% | 1% | -2 | 4% | 7% | 2% | x | -11% | -5%
CC(=O)c1cc2c(cc1NC(=O)CN1CCOCC1)OCO2 | -4% | -4% | -15% | 1% | 6 | -1% | 3% | 0% | 8% | 21% | 10%
CC(=O)NC1=NN(C(C)=O)C2(CCCC2)S1 | 6% | 10% | x | 0% | -8 | -4% | -11% | 3% | -6% | -17% | 15%
O=C(NCCC1=CCCCC1)C1CC(=O)N(C2CCCCCC2)C1 (configuration not stated) | 15% | -3% | 0% | -2% | 3 | 5% | 37% | 0% | -15% | 1% | 1%
Cc1c(CC(=O)O)c(=O)oc2cc(OCc3ccc(Br)cc3)ccc12 | 51% | 15% | x | 3% | 0 | 11µM* | 3% | 13% | 10% | -2% | -2%
COc1ccccc1C(=O)NCC(=O)OCC(=O)N1CC(C)OC(C)C1 (configuration not stated) | -11% | -1% | x | -1% | 8 | -3% | x | 0% | 12% | x | x
CN(C)C(=O)N=NC(=O)N(C)C | 16% | -1% | x | -1% | -3 | -13% | x | -7% | 1% | x | x
CNc1ccccc1C(C)(C)c1cc(-c2cccc(Br)c2)no1 | -30% | -18% | -3% | -15% | -6 | -9% | u | -6% | -1% | 16µM* | u
O=C(Nc1ccc(N2CCOCC2)cc1)c1ccc2c(c1)OCO2 | u | u | -3% | u | 8 | 11µM* | -5% | u | 6% | -1% | 8%
COc1ccccc1-n1cc(C(=O)c2cc(Cl)ccc2O)cc(C#N)c1=O | -26% | 1% | -3% | -1% | -1 | u | u | 7% | -1% | -8% | 11%
NC(=O)CC(NC(=O)Cc1ccc(Br)cc1)c1ccc(NCCc2ccc(F)cc2)c([N+](=O)[O-])c1 (configuration not stated) | 0% | -5% | u | -3% | 3 | 1% | 25% | 0% | 2% | -1% | x
Cc1ccc(S(=O)(=O)N2CCN(C(=O)CSc3nnc(C)c(=O)[nH]3)CC2)cc1 | -8% | 10% | 3% | 27% | 3 | -1% | 6% | 0% | 1% | -1% | -15%
N#C/C(=C\c1ccc(OCc2ccc(Br)cc2)cc1)C(=O)Nc1cccc(C(=O)O)c1 | 7.1µM* | 7% | 2% | 14% | 3 | -9% | 11% | u | u | -21% | u
CCCC(=O)Nc1cccc(-c2nc3ccccc3c(=O)o2)c1 | 8% | 17% | -1% | 1% | -13 | 1.3µM* | u | -4% | 1% | u | 24%

Molecules shown so far that have sulfur:
SMILES | BRCA1 expr up | Rab9 promoter act | PKM2 activator | NPC1 promoter act | Giardia kill | FLuc counter | RORg inh | ELG1 genotoxic | p53 reactivator | VP16 counter | Menin MLL FP TR
Cc1ccc(NC(=O)CSCC(=O)OC(C)C(=O)Nc2ccc(S(N)(=O)=O)cc2)c(C)c1 (configuration not stated) | 1% | 1% | x | -1% | -8 | 2% | x | 1% | 4% | x | x
O=C(CSc1nnc(C2CCCCC2)o1)Nc1ccccc1Cl | 10µM* | 3.5µM* | -3% | u | -2 | u | 8% | u | u | u | u
Cc1csc(SCC(=O)NC(=O)Cc2ccccc2)n1 | -10% | 2% | -13% | -1% | u | -5% | 30% | -4% | -2% | 2% | u
CC(=O)NC1=NN(C(C)=O)C2(CCCC2)S1 | 6% | 10% | x | 0% | -8 | -4% | -11% | 3% | -6% | -17% | 15%
Cc1ccc(S(=O)(=O)N2CCN(C(=O)CSc3nnc(C)c(=O)[nH]3)CC2)cc1 | -8% | 10% | 3% | 27% | 3 | -1% | 6% | 0% | 1% | -1% | -15%

Following part.
SMILES | BRCA1 expr up | Rab9 promoter act | PKM2 activator | NPC1 promoter act | Giardia kill | FLuc counter | RORg inh | ELG1 genotoxic | p53 reactivator | VP16 counter | Menin MLL FP TR
COc1cccc(N2CCN(C(=S)NCCc3ccccc3)CC2)c1 | -16% | -5% | 13% | 0% | 2 | -1% | 25µM* | 10% | 4% | u | u
CCOC(=O)c1sc(NC(=O)CN2CCN(c3ccccc3)CC2)nc1C | -3% | -5% | 0% | 1% | 22 | 1% | -25% | -4% | 13% | 1% | -1%
COC(=O)c1ccc(C)c(NC(=O)CCc2ccc(OC)c(OC)c2)c1 | 12% | -10% | 0% | 0% | -15 | 5% | 1% | -16% | 2% | 3% | 3%
Nc1nonc1NC(=O)CSc1nc2ccccc2s1 | -19% | x | u | x | -5 | -13% | -32% | x | x | 20% | -2%
CC1(C)CC(NS(=O)(=O)c2ccc(Cl)cc2)CC(C)(C)N1 | 14% | 2% | -3% | -3% | 7 | 6% | 20% | 0% | x | 2% | -8%
COc1ccccc1C(=O)N/N=C(\C)c1ccc(NC(=O)Cc2ccccc2)cc1 | 18% | 2% | 1% | 2% | -15 | 6% | 18% | u | u | 7.9µM* | x
COc1ccc(Br)cc1C(=O)NC(=S)Nc1ccc(Cl)c(C(=O)O)c1 | 20% | -3% | 3% | 0% | -6 | u | u | 4% | -1% | -4% | 3%
CC(C)CN(C(=O)CSc1nnc(-c2ccco2)o1)c1c(N)n(Cc2ccccc2)c(=O)[nH]c1=O | -3% | 1% | 19% | -8% | -8 | -3% | -14% | -4% | 2% | 2% | u
CCCCn1c(N)c(N(CC(C)C)C(=O)CSC(C)C(=O)Nc2cc(C)on2)c(=O)[nH]c1=O (configuration not stated) | -27% | -7% | x | -2% | 1 | 9% | x | 1% | 1% | x | x
O=C(CN1C(=O)c2cccc([N+](=O)[O-])c2C1=O)N1CCN(S(=O)(=O)c2ccccc2)CC1 | 5% | -5% | x | -1% | -4 | 1% | x | 1% | -5% | x | x
CC(=C1C2C=CC1C1C(=O)NC(=O)C21)c1ccccc1 (configuration not stated) | 8% | -5% | 1% | 0% | 0 | -1% | 0% | -5% | -5% | 3% | 10%
O=C(NCc1ccccn1)/C(=N/O)c1ccccc1 | 37% | 1% | 1% | 22% | 6 | -3% | 10µM* | 10% | 28% | -24% | 6%
CC(=O)Nc1cccc(NC(=S)Nc2cccc(Cl)c2C)c1 | -11% | 1% | 8% | 3% | 1 | -4% | 2% | -5% | 1% | -4% | 22%
COc1ccc(CNC(=O)[C@H](Cc2c[nH]c3ccccc23)NC(=O)[C@@H]2Cc3ccccc3CN2)cc1 | -3% | 7% | 1% | 8% | 0 | 1% | 5% | 2% | x | -7% | -19%
CCN(CC)CCN1C(=O)C(=O)/C(=C(/O)c2c(C)[nH]c(C(=O)OC)c2C)C1c1ccccc1 (configuration not stated) | -7% | -3% | -1% | 1% | -11 | 2% | 25% | 1% | u | 3% | 30%[activator]
c1ccc(-n2nnnc2Oc2ccc(-n3ccnc3)cc2)cc1 | -12% | -2% | 23% | 0% | -2 | -1% | -20% | -3% | -8% | -2% | -1%
COc1cccc([C@@H]2Oc3ccc(Br)cc3C(=O)[C@H]2OC(=O)NC2CCCC2)c1 | -48% | -3% | -1% | 1% | 10 | -13% | 13%&-27% | 0% | 29% | 8%&4% | 13%&-1%
COc1cc(/C=N/O)ccc1Oc1cnccn1 | 0% | 12% | x | -1% | 7 | 4% | 5% | 0% | -6% | 0% | 2%
Cc1cc(NC(=O)c2sccc2C)n(-c2cccc(Cl)c2)n1 | 14% | 3% | -1% | 2% | u | 27µM* | 1%[10 µM] | 3% | 4% | 11% | -9%

Screening results as filed in PubChem BioAssay.
